High-throughput results: PubChem BioAssay, National Center for Advancing Translational Sciences (NCATS)
AmpC inh detg – inhibitors of E. coli AmpC beta-lactamase with detergent. AmpC hydrolysis of nitrocefin, absorbance 480 nm, 0.01% Triton. P00811. AID 485294. Potency, µM (series often up to 114 µM), for the others: at the highest dose activity change, negative = inhibition, most hits filed as inhibitors. 370,000 tested, 0.041% active;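 further: potency means the concentration at half of the fitted maximal effect; 0% = no-compound wells and -100% = no-enzyme wells; nearly all actives have a fitted effect of over 25% in size; some results filed as inactive show a strong effect at the top dose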
Target sequence (P00811 whole entry, looked up): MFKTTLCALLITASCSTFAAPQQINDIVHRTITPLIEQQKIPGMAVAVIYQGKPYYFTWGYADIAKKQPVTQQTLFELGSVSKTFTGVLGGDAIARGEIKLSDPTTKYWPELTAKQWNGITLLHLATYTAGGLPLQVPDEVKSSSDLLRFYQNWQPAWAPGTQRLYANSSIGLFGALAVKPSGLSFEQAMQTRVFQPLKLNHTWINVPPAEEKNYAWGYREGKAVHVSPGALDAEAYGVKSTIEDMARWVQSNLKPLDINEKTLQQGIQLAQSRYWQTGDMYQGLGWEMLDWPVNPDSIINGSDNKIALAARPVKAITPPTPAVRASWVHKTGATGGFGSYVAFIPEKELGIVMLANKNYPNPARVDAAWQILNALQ
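20 mM phosphate pH 7.0 + 0.01% (detergent screen) or 0.0001% Triton X-100; 5.3 nM AmpC reagent; cpd preinc 15 min RT; nitrocefin (800 uM stock) to start; A480 q20 s × 4 min; Activity was normalised to no-enzyme and no-compound control wells.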
FBPA Giardia inh – inhibitors of Giardia lamblia fructose-1,6-bisphosphate aldolase; A8B2U2; purified Giardia FBPA; 290,000 tested, 0.71% active; Potency, µM (series often up to 59.6 µM), for inactives: at the top dose activity, negative = inhibition, most hits filed as inhibitors; AID 2451; further: potency means the concentration at half of the fitted maximal effect; nearly all actives have a fitted effect of over 55% in size
Target sequence (A8B2U2 whole entry, looked up): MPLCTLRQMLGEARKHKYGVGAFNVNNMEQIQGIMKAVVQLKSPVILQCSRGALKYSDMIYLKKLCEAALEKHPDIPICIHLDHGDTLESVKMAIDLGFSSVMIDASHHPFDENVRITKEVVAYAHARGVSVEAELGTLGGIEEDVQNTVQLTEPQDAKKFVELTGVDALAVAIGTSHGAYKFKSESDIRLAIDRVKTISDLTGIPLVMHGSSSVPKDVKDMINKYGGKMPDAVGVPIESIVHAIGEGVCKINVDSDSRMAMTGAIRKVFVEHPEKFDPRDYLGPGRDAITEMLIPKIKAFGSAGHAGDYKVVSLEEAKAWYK
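40 nM FBPA preincubated 10 min at RT with compound (up to 57.5 uM final), then substrate plus GAPDH/TPI/NAD/arsenate coupling and diaphorase/resazurin added. Fluorescence read after 20 min at RT, 525/598 nm.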
HCV inh – inhibitors of hepatitis C virus infection | Huh7.5.1 HCVcc-Cre infection, luciferase reporter, 44 h | Potency, µM (series often up to 41.8 µM), for inactives: at the top dose activity change, negative = inhibition, usual class: inhibitors | 340,000 tested, 3.4% active | AID 651820; further: potency means the concentration at half of the fitted maximal effect
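1,000 cells/well; 4 h culture; + compound; + HCVcc-Cre (~0.5 moi); 44 h; luciferase substrate, RT 15 min; read 15 sec.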
HCMV inh – blocks human cytomegalovirus replication. HFF cells, HCMV-luciferase reporter, 72 h; stronger effect = lower value. activity change, negative = inhibition, % at 57.5 µM. 410,000 tested, 4.5% active; in the data active means activity change below about -60%; inconclusive means no clear call, values can overlap the other calls; inactive means above about -39%
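Two-dose cell screen: HFF monolayers treated with compounds and infected with luciferase-expressing HCMV at 1 PFU/cell, 72 h at 37C, then lysed for luciferase measurement.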
Sm TGR block – blocks Schistosoma mansoni thioredoxin glutathione reductase; Q962Y6; purified TGR, DTNB reduction, TNB absorbance 405 nm; Potency, µM (top dose mostly 114 µM), without a hit: at the top dose activity change, negative = inhibition, usual class: inhibitors; 360,000 tested, 3% active; AID 485364; further: potency means the concentration at half of the fitted maximal effect; nearly all actives have a fitted effect of over 60% in size
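Kinetic colorimetric format: TGR-catalysed, NADPH-driven DTNB reduction monitored via TNB absorbance. Enzyme dispensed at 20 nM; compound exposure 15 min at room temperature before reaction start.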
AmpC inh no detg – inhibitors of E. coli AmpC beta-lactamase without detergent. Potency, µM (series often up to 57.1 µM), without a hit: top-dose activity change, negative = inhibition, most hits filed as inhibitors. AmpC nitrocefin hydrolysis, absorbance 480 nm, 0.0001% Triton. 330,000 tested, 0.52% active;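 further: potency means the concentration at half of the fitted maximal effect; plate controls were no compound for no effect and no enzyme for full effect; nearly all actives have a fitted effect of over 20% in size; some results filed as inactive show a strong effect at the top dose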
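AmpC (5.3 nM in the dispensed reagent) in 20 mM phosphate pH 7.0 with 0.01% (detergent screen) or 0.0001% Triton X-100 was preincubated with compounds for 15 min at room temperature. Nitrocefin was then added from an 800 uM solution, and hydrolysis was followed at 480 nm.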
* = called active by the depositor; u = inconclusive; x = not tested or not shown; [ ] = another dose, or the depositor's remark. Unless noted, the call rests on the fitted dose curve; in most records, active means well fitted curve in the direction sought with a large enough effect; inconclusive means small, poorly fitted or top-dose-only effect, or another doubt; inactive means no such curve, though single readings can be large; an effect the other way counts as inactive or inconclusive. Unless noted, on the % scale 0 is the no-effect control and ±100 the full control effect. Not a hit list. About 9.9% of those tested had a hit in this group.

SMILES | AmpC inh detg | FBPA Giardia inh | HCV inh | HCMV inh | Sm TGR block | AmpC inh no detg
Cc1cc(C(=O)CSc2nnc(N)s2)c(C)n1CCc1ccc(Cl)cc1 | u | -7.3% | u | -27.0 | 0.0% | -52.0%
CC(=O)N1N=C(c2cccs2)CC1c1cccc([N+](=O)[O-])c1 (stereo unspecified) | -13.2% | -0.2% | u | -19.0 | 1.4% | -6.6%[2.29 µM]
Cc1cc(C)nc(/N=C(\N)N(Cc2ccccc2)Cc2ccccc2)n1 | -0.1% | 8.6% | u | -4.1 | 2.7% | 27.5%
O=C(Nc1nnc(C2=COCCO2)o1)C1CCCCC1 | -7.2% | u | 13.6% | u | -2.6% | 1.7%
COc1cc(NC(=O)C(CCSC)NS(=O)(=O)c2ccc3c(c2)oc(=O)n3C)cc(OC)c1 (stereo unspecified) | 1.9% | x | x | 0.0 | -4.9% | x
CCOc1ccc(C2C(C(=O)c3ccco3)=C(O)C(=O)N2CCN(C)C)cc1 (stereo unspecified) | -10.7% | -17.7% | x | x | -23.1% | -6.9%
Cc1cccc(-c2nc3ccccc3c(=O)n2NC(=O)c2cccnc2Cl)c1 | -11.6% | 1.7% | -4.3% | -68.7* | -0.3% | -15.4%
CC(C(=O)N(C)Cc1cccc(F)c1)N1CCN(S(=O)(=O)c2ccc3c(c2)OCCCO3)CC1 (stereo unspecified) | u | x | -16.4% | u | u | 151.5%[activator]
Cc1ccc(/C=C2\CCCC3=C2NC(=S)NC3c2ccc(C)cc2)cc1 (stereo unspecified) | -4.7% | -0.3% | -27.2% | u | u | -53.2%
COc1ccc(CNC(=O)[C@H](C)NC(=O)C2CCN(C(=O)[C@@H](N)Cc3ccccc3)CC2)cc1 | -16.9% | u | u | 21.2 | -16.2% | 19.8%
CS(=O)(=O)Cc1ccc(C(=O)N(CCc2ccccc2)Cc2ccccc2)cc1 | 8.4% | x | -0.3% | -19.5 | 4.0% | 107.2%[activator]
Cc1nnc(NC(=O)CSc2nccn2C)s1 | 5.2% | -19.1% | 19.3% | 8.2 | -4.8% | -13.3%
Cc1cccc(N(Cc2ccccc2)C(=O)c2ccccc2S(C)(=O)=O)c1 | 0.9% | x | 2.4% | -21.9 | -0.9% | 105.1%[activator]
C=CC1CN2CCC1CC2[C@@H](OC(=O)c1ccc(OC)cc1)c1ccnc2ccccc12 (stereo partly specified) | -4.1% | 8.6% | 19.9% | -19.7 | 0.4% | 177.6%[activator]
CCOC(=O)C1=C(CP(=O)(c2ccccc2)c2ccccc2)NC(=O)NC1c1ccc(OC)cc1 (stereo unspecified) | -4.1% | 1.4% | 13.4% | -29.4 | -2.9% | 33.8%
Cc1cccc(NC(=O)CSCC(=O)N(C)Cc2c(F)cccc2Cl)c1 | -14.3% | x | u | -12.1 | 0.3% | -4.6%
NC(=O)c1cc([N+](=O)[O-])cc([N+](=O)[O-])c1 | x | -8.9% | 17.3% | 4.2 | x | x
COc1ccc(CCNC(=O)Cn2c(=O)n(-c3cc(F)ccc3F)c(=O)c3sccc32)cc1OC | -8.6% | 1.5% | -25.2% | 0.0 | 1.2% | -38.7%
CC(C)=CCN1CCN(Cc2cccnc2)CC1CCO (stereo unspecified) | -9.4% | -0.3% | 14.4% | 12.7 | 2.0%[57.1 µM] | -2.4%
CCOc1cc(C(=O)NC)cc(Br)c1OCc1ccccc1 | 6.2% | 1.0% | u | -13.1 | 1.3% | 31.2%
CCOc1cc(C(=O)NCc2ccc3c(c2)OCO3)cc(OCC)c1OCC | u | 5.6% | -25.5% | 28.3 | 35.5µM* | 2.0%
Cc1c(C(=O)N2CCC2)oc2ccc(Br)cc12 | u | x | -5.1%[8.37 µM] | 11.0 | -15.3% | u
CCCCOC(=O)C(NC(=O)c1ccccc1)=C(C)C | -3.1% | 3.5% | -2.7% | -5.1 | 3.5% | -12.7%
CC(C)Sc1nc2c(c(=O)n(C)c(=O)n2C)n1Cc1ccc(Cl)cc1 | -1.1% | 15.7% | 10µM* | -35.0 | -0.6% | -7.1%
COc1ccc(-c2nc(Cn3c(SCc4ccccc4F)nc4cccnc43)c(C)o2)cc1 | 19.7% | x | x | -24.3 | -4.6% | x
COc1cccc(-n2nnc3c(=O)n(Cc4ccc(F)cc4)cnc32)c1 | -9.4% | 8.4% | -7.7% | 26.7 | 15.2% | -16.5%
COc1ccc(C(=O)NCCc2nnc(SCC(=O)Nc3ccccc3)n2C)cc1 | -2.1% | 9.1% | -18.8% | 17.6 | 2.2% | 8.7%
COc1ccc(Br)cc1C(=O)N/N=C/c1ccc([N+](=O)[O-])cc1 | 2.0% | -7.1% | 1.2% | 13.9 | -0.9% | -43.7%
O=C1CC(N(O)c2ccccc2)C(=O)N1c1ccc(Cl)c(Cl)c1 (stereo unspecified) | -4.1% | 1.4% | 6.0% | 2.8 | u | -55.0%
Cc1ccc(NC(=S)NN(C)c2cc(C)nc(C)n2)cc1 | -8.7% | -9.2% | -4.7% | -25.4 | -0.9% | -18.6%

Some of these compounds in order of formula weight, low to high:
SMILES | AmpC inh detg | FBPA Giardia inh | HCV inh | HCMV inh | Sm TGR block | AmpC inh no detg
Cc1ccc(NC(=S)NN(C)c2cc(C)nc(C)n2)cc1 | -8.7% | -9.2% | -4.7% | -25.4 | -0.9% | -18.6%
COc1ccc(CNC(=O)[C@H](C)NC(=O)C2CCN(C(=O)[C@@H](N)Cc3ccccc3)CC2)cc1 | -16.9% | u | u | 21.2 | -16.2% | 19.8%
CCOC(=O)C1=C(CP(=O)(c2ccccc2)c2ccccc2)NC(=O)NC1c1ccc(OC)cc1 (stereo unspecified) | -4.1% | 1.4% | 13.4% | -29.4 | -2.9% | 33.8%

Remaining list, next part
SMILES | AmpC inh detg | FBPA Giardia inh | HCV inh | HCMV inh | Sm TGR block | AmpC inh no detg
Cc1cc2oc(=O)c(CC(=O)O)c(C)c2c2occ(-c3ccccc3)c12 | 17.1% | x | x | 36.7 | -1.8% | x
Cc1ccc(C(=O)N2CCc3cc(CNS(=O)(=O)c4cccs4)ccc32)cc1 | 5.2% | x | x | -38.7 | 1.8% | x
O=C1/C(=C\Nc2ccccc2)CCN1c1ncccn1 | -0.4% | -9.3% | -1.5% | 44.1 | u | -22.1%
CCOC(=O)CNC(=O)N1CCN(c2nnc(C)c3c(C)n(-c4ccc(Cl)cc4)nc23)CC1 | -9.0% | x | x | 0.9 | -4.6% | x
CCN(CC)C(=O)C(C)OC(=O)COc1ccc(Cl)cc1Cl (stereo unspecified) | -11.5% | 6.3% | 10.4% | 17.6 | 1.2% | 5.6%
CCC(=S)/C=C1\Sc2ccccc2N1CCCS(=O)(=O)O | -2.9% | u | 21.6% | 60.8 | u | -20.1%
Cc1ccc(/C=N/N(C)S(=O)(=O)c2ccc(C)cc2)cc1 | 11.1% | -3.6% | u | -17.1 | 11.5% | -15.4%
O=C(c1ccc(Cl)c(S(=O)(=O)N2CCCCCC2)c1)N1CCCCC1 | 4.4% | x | -11.7% | 9.0 | -7.4% | 65.7%[activator]
COc1ccc(OC)c(S(=O)(=O)N(C)CC(=O)N2CCc3ccccc3C2)c1 | 1.6% | -13.4% | -12.3% | 6.0 | -19.9% | x
CCOc1ccc(Nc2cc(=O)oc3ccccc23)cc1 | 0.9% | x | -27.0% | u | 9.5% | -0.3%
Cc1cc(N2C(=O)C(O)=C(C(=O)c3cccs3)C2c2ccc(F)cc2)no1 (stereo unspecified) | 8.2% | 8.0% | 11.6% | 27.9 | 12.0% | -27.4%
O=c1c(S(=O)(=O)c2ccccc2)cn(Cc2cccc(F)c2)c2cc(N3CCOCC3)c(F)cc12 | -0.5% | x | x | -70.8* | 0.3% | x
Cc1ccc(C)c(S(=O)(=O)NCC(c2ccc(N(C)C)cc2)N2CCOCC2)c1 (stereo unspecified) | 24.5% | x | x | 12.9 | 0.7% | x
COc1ccc(OC)c(/C=C(\C#N)c2nc(-c3ccc(F)cc3)cs2)c1 | 1.9% | x | x | 39.4 | 7.5% | x
CCOc1ccccc1NC(=O)CSc1nnc(CNC(=O)c2ccco2)o1 | -9.8% | -0.4% | 8.9% | -33.8 | -8.2% | -15.3%
COc1cc2c(cc1OC)CN(C(=O)/C=C/c1cccs1)CC2 | 1.8% | 1.6% | u | -26.2 | u | 5.9%
O=C(NCC1CCCO1)C(C(=O)c1ccccc1)n1ccccc1=O (stereo unspecified) | u | -13.9% | -1.5% | -23.7 | -12.3% | -1.0%
Cc1ccc(OCC(=O)NCc2cccnc2)cc1 | -5.0% | 2.9% | -16.9% | -27.7 | 0.0% | -42.9%
CNc1ccccc1C(C)(C)c1cc(-c2cccc([N+](=O)[O-])c2)no1 | u | -9.2% | -27.6% | u | -25.1% | -51.4%
C[C@H](CO)N1C[C@H](C)[C@@H](CN(C)Cc2ccc(-c3ccccc3)cc2)Oc2c(NC(=O)Nc3ccc4c(c3)OCO4)cccc2C1=O | x | x | u | -22.6 | x | 50.4%
CCN(C(=O)COC(=O)c1cc([N+](=O)[O-])ccc1N1CCOCC1)c1ccccc1 | -0.4% | x | -21.8% | -30.7 | 7.8% | 223.4%[activator]
OC[C@H]1OC(O)[C@H](O)[C@@H](O)[C@H]1O (stereo partly specified) | -9.0% | 6.8% | -15.3% | -61.3* | 0.9% | -24.5%
COc1ccc(OCCCC(=O)Nc2nncs2)cc1 | -11.3% | 0.8% | 18.5% | 11.6 | -26.2% | -10.4%
Cc1csc(C(=O)O)c1-c1c(C)csc1C(=O)O | -10.1% | -14.9% | 3.3% | 0.9 | -4.9% | -12.0%
NNC(=O)Cn1c2ccccc2c2ccccc21 | 7.6% | 2.9% | 2.2% | 2.0 | 12.1% | -25.0%
CCn1c(COc2ccc(Cl)cc2)nnc1SCc1ccc(C#N)cc1 | u | -0.6% | u | -26.9 | -9.0% | 62.2%[activator]
CCOC(=O)c1c(NC(C)=O)sc2c(OCCN(CC)CC)c(Br)ccc12 | 1.9% | -0.5% | 12.6µM* | u | 0.0% | 11.7%
O=C(O)c1ccc(CNCc2ccc(Cl)cc2)cc1 | -9.1% | 0.2% | 19.7% | -6.8 | -7.1% | -13.6%
O=C1C2=C(CCCC2)C(=O)N1c1cccc(OCCBr)c1 | 2.8% | 1.4% | 5.1% | -4.4 | 44.7µM* | -9.6%
COc1cc(/C=N/Nc2nc3c(c(=O)n(C)c(=O)n3C)n2Cc2ccccc2)ccc1OC(=O)c1ccco1 | -4.6% | u | u | 38.9 | -11.2% | 1.7%
COc1ccc(/C=C/C(=O)N(c2ccccn2)C2CCCCC2)cc1OC | 7.2% | -0.1% | 13.5% | -33.3 | -0.7% | 87.0%[activator]
O=C(Nc1ccc(Cl)cc1)c1ccco1 | -2.3% | 0.0% | -10.5% | 24.8 | 1.8% | -9.3%
CCCCCn1cnnc1SCC(=O)c1ccc2c(c1)OCO2 | -6.0% | x | -1.4% | 0.0 | -21.6% | -4.0%
COc1ccc(C)cc1S(=O)(=O)N(CC(=O)N1CCCC1)c1ccccc1 | -10.3% | 5.8% | 2.5% | -18.4 | 3.0% | -2.2%
CCCCCCn1c(O)c(C=NCCCn2ccnc2)c(=O)[nH]c1=O | u | 3.7% | 19.9% | 12.9 | 1.0% | -11.5%
Cc1cccc(C(=O)NNC(=O)c2ccc(O)cc2)c1 | -11.9% | 0.0% | 16.7% | 58.1 | -3.2% | -1.7%
